Screening data as filed in PubChem.
DRD3 agonist: activates the human D3 dopamine receptor; P35462; D3R DiscoveRx beta-arrestin cells, luminescence, 90 min; max activation, %; 410,000 tested, 0.58% active; AID 652048; in the data active = max activation above about 30%; also: 0% is about no effect; mostly tested at two doses, the higher about 12 µM
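Cells at 1500/well, incubated overnight, then treated with pinned compounds (dopamine as control) for 90 min at 37 degrees C. DiscoveRx reagent added for 30 - 60 minutes at room temperature; luminescence read.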
PI5P4Ka inh: PI5P4K alpha (human) kinase inhibition. 330,000 tested, 1.2% active. PI5P4Kalpha enzyme, ADP-Glo luminescence, 60 min; active compounds read low. max response, %. P48426; active = max response of -50% or lower; inconclusive = between -30% and -50%; inactive = -30% or higher; also: value at the top dose of about 77 µM; % is scaled to controls: 0 for no effect and ±100 for the full control effect
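Single end-point luminescence (ADP-Glo) quantified ADP from PI5P4Kalpha turnover; ATP 5 microM final, 1 h at RT, 0.1% CHAPS and 0.28 mM EGTA in HEPES pH 7.4.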
HEK293 tox: cytotoxicity counter-screen for GLP-1 receptor inverse agonists | 410,000 tested, 0.13% active | Potency, µM (doses to about 38.3 µM), for inactives: at the top dose activity change, negative = inhibition, most hits filed as inhibitors | HEK293 cAMP-luciferase reporter cells, luminescence, 24 h;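 also: loss of luciferase light is scored as toxicity; potency is read from the fitted curve at half-maximal effect; % is scaled to controls: 0 for no effect and ±100 for the full control effect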
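Quantitative HTS format, 1536 wells, 200 cells/uL seeded. Compounds: 23 nL, 24 h, 37 °C. Detection: luciferase reagent, luminescence at 12 min RT; decreased signal taken as cytotoxic.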
IL-2 act: activates IL-2 in a cell-based reporter assay | IL-2 activation reporter assay, cell-based qHTS; stimulated with anti-CD3/CD4/CD28 beads; in transgenic mouse T cells | activation, % (series mostly up to about 46 µM) | 360,000 tested, 0.065% active | AID 652025; in the data active = activation above about 50%; inconclusive = mostly about 30% to 49%; also: 0% is about no effect
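Using fluorescent plate cytometry, EGFP and DsRed are detected in transgenic mouse T cells stimulated 18 h at 37 degrees C with antibody-coated beads after 60 min compound pretreatment.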
GLP-1R agonist: GLP-1 receptor (human) agonism | P43220 | HEK293 GLP-1R CRE-luciferase, luminescence, 4-6 h; cells express a hypersensitive GLP-1R form | Potency, µM (titrated, usually from 45.6 µM), for inactives: top-dose activation, usual class: activators | 380,000 tested, 0.007% active; also: potency is read from the fitted curve at half-maximal effect; % of control where 0% means no effect
Target sequence (P43220 whole entry, looked up): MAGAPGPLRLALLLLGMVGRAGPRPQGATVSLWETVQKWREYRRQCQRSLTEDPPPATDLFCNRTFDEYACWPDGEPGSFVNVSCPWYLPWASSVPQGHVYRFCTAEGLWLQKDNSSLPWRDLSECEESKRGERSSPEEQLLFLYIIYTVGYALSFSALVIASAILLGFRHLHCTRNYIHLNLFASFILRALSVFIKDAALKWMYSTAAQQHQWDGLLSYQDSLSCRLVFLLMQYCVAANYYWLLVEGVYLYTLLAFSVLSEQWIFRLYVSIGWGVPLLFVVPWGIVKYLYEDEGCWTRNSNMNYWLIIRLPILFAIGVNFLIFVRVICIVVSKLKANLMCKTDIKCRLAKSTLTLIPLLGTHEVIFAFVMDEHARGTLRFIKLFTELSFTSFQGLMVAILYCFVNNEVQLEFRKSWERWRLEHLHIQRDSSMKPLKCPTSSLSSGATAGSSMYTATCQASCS
WRN inhibitor: inhibitors of human WRN helicase; Q14191; WRN helicase unwinding, fluorescent forked duplex, kinetic; Potency, µM (doses to about 114 µM), for inactives: at the highest dose activity change, negative = inhibition, usual class: inhibitors; 360,000 tested, 0.46% active; AID 651768; also: potency is read from the fitted curve at half-maximal effect; % is scaled to controls: 0 for no effect and ±100 for the full control effect; nearly all actives have a fitted effect of over 55% in size
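Fluorescence dequenching readout, ex 525 nm/em 598 nm, kinetic mode: forked duplex DNA (100 nM final) with adjacent fluorophore and quencher unwound by WRN (20 nM final) with 2 mM ATP. Compound preincubation 15 min, room temperature.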
DRD3 antagonist: D3 dopamine receptor (human) antagonism | D3R cells, DiscoveRx beta-arrestin luminescence, antagonist mode; active compounds read low | P35462 | max response, negative = inhibition, % | AID 652054 | 360,000 tested, 2.5% active; in the data active = max response below about -50%; inconclusive = no clear call, values can overlap the other calls; also: % is scaled to controls: 0 for no effect and ±100 for the full control effect; mostly tested at two doses, the higher about 12 µM
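Cells expressing the human receptor were seeded at 1500 cells/well, incubated overnight at 37 degrees C in 5% CO2, then exposed to library compounds with dopamine controls for 90 minutes at 37 degrees C before luminescent detection.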
GLP1R inv ag: GLP-1 receptor (human) inverse agonism. HEK293 GLP-1R CRE-luciferase, luminescence, 24 h; GLP-1R form is constitutively active. Potency, µM (titrated, usually from 38.3 µM), without a hit: at the top dose activity change, negative = inhibition, most hits filed as inhibitors. AID 624417. P43220. 410,000 tested, 1.6% active; also: potency is read from the fitted curve at half-maximal effect; % is scaled to controls: 0 for no effect and ±100 for the full control effect; nearly all actives have a fitted effect of over 55% in size
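Readout was luciferase luminescence, measured 12 min after detection reagent at room temperature. Beforehand, GLP-1R reporter HEK293 cells had sat 12 h, then received compounds for 24 hr at 37 deg C.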
PLK1 PBD block: PLK1 (human) polo-box domain binding inhibition | Potency, µM, for the others: max response, negative = inhibition, most hits filed as inhibitors | Plk1 PBD binding of FITC phosphopeptide, fluorescence polarization | 360,000 tested, 2.8% active | P53350; also: potency is read from the fitted curve at half-maximal effect; series mostly up to about 57 µM; % is scaled to controls: 0 for no effect and ±100 for the full control effect; nearly all actives have a fitted effect of over 65% in size
Target sequence (P53350 whole entry, looked up, the tested form may be a part): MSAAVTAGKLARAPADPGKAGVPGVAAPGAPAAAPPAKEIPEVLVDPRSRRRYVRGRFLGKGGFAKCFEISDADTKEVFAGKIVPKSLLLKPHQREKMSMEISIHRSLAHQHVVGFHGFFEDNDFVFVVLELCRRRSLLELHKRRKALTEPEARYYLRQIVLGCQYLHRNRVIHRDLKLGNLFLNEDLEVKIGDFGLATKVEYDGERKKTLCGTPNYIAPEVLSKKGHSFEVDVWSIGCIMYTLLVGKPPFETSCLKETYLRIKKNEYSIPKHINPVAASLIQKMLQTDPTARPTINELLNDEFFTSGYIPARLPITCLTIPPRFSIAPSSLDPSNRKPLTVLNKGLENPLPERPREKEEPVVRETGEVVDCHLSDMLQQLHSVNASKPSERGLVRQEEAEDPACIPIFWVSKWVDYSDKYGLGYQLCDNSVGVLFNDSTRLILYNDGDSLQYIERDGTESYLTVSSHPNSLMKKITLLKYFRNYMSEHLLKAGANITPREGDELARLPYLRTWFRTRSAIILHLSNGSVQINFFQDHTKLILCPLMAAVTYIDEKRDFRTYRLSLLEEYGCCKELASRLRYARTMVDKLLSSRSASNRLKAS
* marks the source's active call; other numbers are inactive results; ? = inconclusive; . = no result given; & = joins results of further samples; [ ] = another dose, or the depositor's remark. Unless noted, calls follow the shape of the dose curve; as a rule, active = well fitted curve in the direction sought with a large enough effect; inconclusive = small, poorly fitted or top-dose-only effect, or another doubt; inactive = no such curve, though single readings can be large; an effect the other way counts as inactive or inconclusive.

SMILES	DRD3 agonist	PI5P4Ka inh	HEK293 tox	IL-2 act	GLP-1R agonist	WRN inhibitor	DRD3 antagonist	GLP1R inv ag	PLK1 PBD block
O=C(NCc1ccccc1)C1CCCN(C(=O)c2ccc(F)cc2)C1 (stereo unspecified)	-1	-8	-3%	-3.0	-4%	-4%	-19	-3%	-7%
Cc1cc2nc(-c3ccco3)c(Cc3ccccc3C(F)(F)F)n2c(C)c1Br	-3	-6	-3%	-0.9	-3%	-10%	0	?	-29%
Cn1nc(C(C)(C)C)c([N+](=O)[O-])c1C(=O)N1CCOCC1	1	7	4%	0.0	-1%	-9%	11	2%	-1%
CCOC(=O)C1(Cc2cccc(OC)c2)CCN(CCO)CC1	5	0	11%	7.7	7%	-2%	6	?	-8%
COc1ccc(-c2nnc(Nc3ccc(OC)c(C(=O)N4CCCCC4)c3)c3ccccc23)cc1	15	5	-16%	-0.3	-3%	-16%	7	?	-6%
CC(=O)Cc1nsc(NC(=O)c2ccccc2)n1	-1	-16	1%	0.3	-19%	3%	11	-10%	-9%
O=C(CCCCCn1nnc2ccccc2c1=O)N[C@H](C(=O)O)c1ccccc1	21	8	0%	3.2	0%	-9%	0	8%	7%
Cc1ccc(C(=O)Nc2ccc(C(=O)N3CCCCC3C)cc2)cc1 (stereo unspecified)	-5	-1	0%	2.9	12%	-5%	-11	-34%	-4%
COc1ccccc1CN1CCNC(=O)C1CC(=O)N(C)C1CCOCC1 (stereo unspecified)	-1	-3	18%	-0.5	-7%	-2%	70	14%	-5%
O=C(NCC(=O)N(Cc1ccco1)C(C(=O)NC1CCCCC1)c1cccnc1)c1ccco1 (stereo unspecified)	2	-1	-12%	-0.5	-2%	1%	0	0%	0%
CCOC(=O)C1(Cc2ccccc2)CCN(CC2CC=CCC2)CC1 (stereo unspecified)	-14	14	0%	-0.1	5%	4%	-23	-28%	-5%
NC(=O)[C@@H]1CCCN1Cc1nc(Cc2ccccc2F)no1	-12	-5	-10%	4.1	-3%	1%	21	-9%	6%
Cn1nccc1C(=O)N1CCN(C23CC4CC(CC(C4)C2)C3)CC1	11	3	-3%	-3.4	5%	7%	-5	12%	-10%
Cc1sc2ncn(CC(=O)Nc3ccccc3F)c(=O)c2c1-c1ccccc1	3	-15	0%[0.307 µM]	-0.7	-24%	-5%	0	0%[0.307 µM]	2%
CCOc1ccc(-c2nc(C#N)c(N3CCOCC3)o2)cc1	2	-2	-15%	-0.7	7%	-4%	33	4%	-6%
O=C(Nc1cccnc1)C(Cc1ccccc1)n1cccc1 (stereo unspecified)	-13	-4	-3%	-3.3	-5%	-4%	0	-29%	-16%
COc1ccc(NC(=S)NCCCCCC(=O)C[N+](=O)[O-])cc1	-5	-11	4%	-1.5	-4%	-7%[11.6 µM]	-17	0%	24µM*
COc1ccc(CNC(=O)CNC(=O)[C@@H]2Cc3ccccc3CN2)cc1	1	-10	11%	-0.6	-3%	-2%	-16	18%	-18%
Cc1ccc(-c2csc(Nc3ccccc3)[n+]2CCc2ccccc2)cc1	-5	6	-6%	-0.3	-7%	-7%	6	?	2%
O=C(O)c1ccc(N/N=C/c2ccc3c(c2)OCO3)cc1	-4	?	-8%	1.1	-8%	-9%	15	?	0%
CCc1cc2cc(C(=O)Nc3ccccc3F)sc2s1	-2	.	-5%	-2.1	-11%	-12%	16	5%	-7%
Cn1c2c(c(=O)n(C)c1=O)[C@@H]1c3c(ccc4ccccc34)OC[C@@H]1CO2	2	-6	0%	1.4	4%	0%	-3	4%	-5%
NC(=O)c1ccc(NC(=O)COc2cccc3c2CCNC3=O)cc1	-7	0	-5%	-3.0	0%	10%	-10	3%	-13%
O=C(O)CNC(=O)C1(NC(=O)OCc2ccccc2)CCCC1	8	7	-3%	0.2	7%	-5%	-3	2%	4%

The final two entries of the section before open the next one.
SMILES	DRD3 agonist	PI5P4Ka inh	HEK293 tox	IL-2 act	GLP-1R agonist	WRN inhibitor	DRD3 antagonist	GLP1R inv ag	PLK1 PBD block
NC(=O)c1ccc(NC(=O)COc2cccc3c2CCNC3=O)cc1	-7	0	-5%	-3.0	0%	10%	-10	3%	-13%
O=C(O)CNC(=O)C1(NC(=O)OCc2ccccc2)CCCC1	8	7	-3%	0.2	7%	-5%	-3	2%	4%
Cc1cccc(C2N(c3nccs3)C(=O)C3CCCN32)c1 (stereo unspecified)	4	1	-3%	1.4	16%	6%	11	9%	-14%
C[N+]12CCCCC1[C@@H](CO)CCC2 (stereo partly specified)	-12	-19	-14%	-0.9	-1%	0%	-20	-2%	1%
CCOc1ccc(NC(=O)CN(C)C(=O)c2cccc(S(=O)(=O)N3CCCC3)c2)cc1OCC	9	-2	0%	-2.8	15%	-3%	7	1%	-4%
CC(C(=O)Nc1ccc2c(c1)OCCO2)N1CCN(C(=O)c2ccco2)CC1 (stereo unspecified)	2	3	-9%	0.8	16%	-29%	0	5%	-7%
O=C(NC1CSCC1OC(=O)c1ccccc1)c1ccccc1 (stereo unspecified)	0	-2	3%	-0.9	10%	-2%	8	?	-4%
Cc1ccc(CNC(=O)c2cn(C)c(=O)c3c2c2ccccc2n3C)o1	-1	.	15%	-2.8	6%	-1%	-9	0%	-11%
COc1ccc(CN(CCCN2CCOCC2)C(=O)Nc2ccccc2)cc1OC	-19	.	?	-1.0	-9%	-5%	-10	84%[activator]	-12%
COC(=O)c1cccc(C(=O)Oc2cccc(Br)c2)n1	8	-5	0%	-3.2	-8%	-6%	-25	0%	-24%
CCN(CC(=O)Nc1cc(Cl)ccc1C)C(=O)C1CCN(c2ncnc3sc(C)c(C)c23)CC1	-11	3	?	-3.6	-7%	-2%	-16	?	4%
O=C(CCN1C(=O)/C(=C/c2ccccc2)SC1=S)Nc1cccnc1	24	-6	3%	2.9	5%	0%	0	16%	-5%
Cc1cccc(C(=O)N(NC(=O)Oc2ccccc2)C(C)(C)C)c1	0	1	-5%	-1.5	-9%	3%	-2	-22%	1%
COc1ccc(OC)c(CCNC(=O)CN2C(=O)CCSc3ccccc32)c1	3	6	5%	0.3	24%	13%	7	-9%	-14%
COc1ccc(-n2cccc2/C=C/[N+](=O)[O-])cc1	0	?	?	-6.0	-32%[inhibitor]	-28%	0	0%	27µM*
O=c1[nH]c(=S)n(-c2ccc(Br)cc2)c2ncccc12	-3	0	-8%	0.1	13%	-3%	25	7%	-6%
CCC(=O)Nc1nc2ccccc2n1CCN(C)C	-1	2	-2%	-4.0	0%	4%	-81*	-25%	-3%
CC1CCN(C(=O)C2CCN(S(=O)(=O)c3cnc[nH]3)CC2)CC1	0	5	-8%	-0.9	-5%	9%[57.1 µM]	6	4%	-5%
O=C(COC(=O)CNS(=O)(=O)c1ccccc1)NC12CC3CC(CC(C3)C1)C2	-8	3	1%	-1.0	17%	-5%	-26	6%	-15%
Cc1cccc(C)c1NC(=O)C1CCCN1C(=O)OC(C)(C)C (stereo unspecified)	-4	0	5%	-1.0	8%	2%	1	15%	24µM*
COc1cccc(NC(=O)CCNC(=O)Cn2ccc3ccccc3c2=O)c1	1&1	3	-2%&-9%	-0.2	-6%	-3%	4	10%&2%	-2%
O=C(NN=C1CCCCC1)Nc1ccccc1Cl	5	8	-1%	-3.3	8%	-3%	-14	-7%	4%
CCCCn1c(-c2csc3c2CCC(C)C3)n[nH]c1=S (stereo unspecified)	-18	.	4%	-2.8	-3%	-4%	-12	-19%	-9%
COc1ccccc1CNC(=O)COC(=O)Cn1cnc2ccccc21	-5	3	17%	0.8	-6%	11%	-6	18%	-13%
Cc1ccc2nc(N(CCCN(C)C)C(=O)c3ccc(S(=O)(=O)N4CCOCC4)cc3)sc2c1	-7	6	2%	0.9	12%	5%	-19	?	-2%
Clc1ccc(CSc2ccc(-c3ccccn3)nn2)cc1	2	24	1%	-0.2	8%	-24%	3	3%	2%
CNCc1c(C)nn(-c2ccccc2)c1C	1	-1	6%	-3.9	-2%	0%	-8	-6%	-7%
CC(=O)N1c2ccccc2C(C)(c2ccc(C)cc2)CC1(C)C (stereo unspecified)	-7	.	4%	.	6%	.	.	?	.
CCC1(CC)Cc2ccccc2C(C2=C(O)CC(C)(C)CC2=O)=N1	-7	0	-4%	-1.5	1%	16%	0	8%	-5%
Cc1ccsc1C(=O)OCC(=O)c1ccc[nH]1	-12	-4	0%	-3.2	5%	?	11	-6%	-3%
N=c1c(S(=O)(=O)c2ccc(Br)cc2)cc2c(=O)n3ccccc3nc2n1Cc1ccco1	1	-20	389%[activator]	7.9	0%	3%[11.6 µM]	?	27%	-12%
CCn1nnnc1-c1ccc(OC)c(S(=O)(=O)Nc2ccc(OC)cc2)c1	6	.	-7%	-1.9	4%	-17%	-22	0%	-2%
CCOc1cc(CNC(=O)CN2CCSc3ccccc32)cc(OCC)c1OCC	1	.	4%	.	16%	.	.	-22%	.
CC(=O)c1ccc(NC(=O)N2CCCC(C(=O)c3ccc4c(c3)OCO4)C2)cc1 (stereo unspecified)	1	0	6%	0.5	-3%	-11%	1	-4%	-13%
N#Cc1cn(-c2ccccc2)nc1C(=O)c1ccccc1	-1	-1	-17%	-0.1	5%	0%	?	-8%	0%
CN(C(=O)c1ccc(N2CCCCC2)c([N+](=O)[O-])c1)C1(C)CCS(=O)(=O)C1 (stereo unspecified)	1	2	?	1.5	1%	-1%	-13	8%	-4%
Cc1cc(=S)nc(-c2ccccn2)[nH]1	6	-8	-3%	-1.1	-4%	-21%	-7	-19%	?
O=C(CCCC(=O)OCC(=O)NC1CCCC1)Nc1ccccn1	8	.	-4%	1.7	-2%	-10%	5	-23%	-6%

One compound at a time (already shown). Order of values: DRD3 agonist, PI5P4Ka inh, HEK293 tox, IL-2 act, GLP-1R agonist, WRN inhibitor, DRD3 antagonist, GLP1R inv ag, PLK1 PBD block
N=c1c(S(=O)(=O)c2ccc(Br)cc2)cc2c(=O)n3ccccc3nc2n1Cc1ccco1 is listed with 1, -20, 389%[activator], 7.9, 0%, 3%[11.6 µM], ?, 27%, -12%
Cc1cc(=S)nc(-c2ccccn2)[nH]1 is listed with 6, -8, -3%, -1.1, -4%, -21%, -7, -19%, ?
